# From PubChem BioAssay
# HT1080-NT tox: kills 2HG-producing HT-1080-NT fibrosarcoma cells | Potency, µM (top dose mostly 46.1 µM), inactives show top-dose activity, negative = less viability, usual class: cytotoxic | 1.6% of 360,000 active | HT-1080-NT fibrosarcoma viability, CellTiter-Glo ATP luminescence, 48 h;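 note: NT is the 2HG producing partner of a matched IDH1 knockdown line; potency is the fitted concentration of half-maximal effect; 0% = DMSO-treated cells and -100% = media-only wells without cells; nearly all actives have a fitted effect of over 55% in size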
#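 HT-1080-NT fibrosarcoma cells (2HG-overproducing), 750 cells/well in RPMI with 5% FBS, dosed after 2 h and incubated 48 h at 37C. CellTiter-Glo luminescence normalized to DMSO and no-cell wells; concentration-response curves fitted and classed.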
# S2 tox: viability counter-screen for ATXN expression inhibitors | Potency, µM (highest dose often 56.7 µM), usual class: cytotoxic | S2 cells (HEK-293 line with an ATXN2-luciferase reporter) viability, CellTiter-Fluor protease fluorescence, 24 h | AID 651635 | 0.49% of 400,000 active; note: potency is the fitted concentration of half-maximal effect; nearly all actives have a fitted effect of over 40% in size
# KB-V1 MDR tox: KB-V1 MDR subline cytotoxicity; 3.4% of 400,000 active; Potency, µM (top dose mostly 46.1 µM), inactives show top-dose activity change, negative = cytotoxicity, usual class: cytotoxic; AID 1347076; KB-V1 MDR cells viability, CellTiter-Glo, 72 h; note: potency is the fitted concentration of half-maximal effect; % is set by controls: 0 for no effect and ±100 for the full control effect; nearly all actives have a fitted effect of over 60% in size
#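 In this primary screen, KB-V1 cells overexpressing P-gp are incubated with library compounds (lowest to highest concentration) for 72 h at 37 degrees C before a luminescent ATP viability read.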
# ATXN2 expr inh: reduces ATXN2 reporter expression in HEK-293 cells; Potency, µM (top dose mostly 57 µM), without a hit: top-dose activity change, negative = inhibition, hits mostly inhibitors; 0.72% of 360,000 active; HEK-293 ATXN2-luciferase reporter, luminescence, 24 h; note: potency is the fitted concentration of half-maximal effect; % is set by controls: 0 for no effect and ±100 for the full control effect; nearly all actives have a fitted effect of over 55% in size
#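 ATXN2-luciferase reporter cells (luciferase flanked by upstream and downstream ATXN2 gene portions) were treated 24 h at 37 °C with compounds at up to 57 uM. SteadyGlo luminescence gave expression; GF-AFC fluorescence gave viability.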
# IL1B secr inh: inhibitors of inflammasome signaling (IL-1 beta secretion). THP-1 LPS/ATP IL-1B secretion, AlphaLISA, 16 h; stronger effect = lower value. activity change, % at 57.5 µM. 4.7% of 360,000 active; in the data active = activity change below about -50%; inconclusive = mostly about -30% to -49%; note: % is set by controls: 0 for no effect and ±100 for the full control effect
#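 Secreted IL-1B measured by AlphaLISA bead assay after 16 h compound exposure of THP-1 cells; compounds (final up to 57.5 uM) added 1 h before LPS (250 ng/mL) and ATP (1.25 mM) stimulation; lower signal means less secretion.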
# HT1080 IDH1KD tx: kills HT-1080 cells with IDH1 knockdown. 2% of 360,000 active. AID 686971. HT-1080 IDH1 knockdown viability, ATP luminescence, 48 h. Potency, µM (top dose mostly 46.1 µM), for the others: at the highest dose activity, negative = toxicity, hits mostly cytotoxic;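 note: potency is the fitted concentration of half-maximal effect; 0% = DMSO wells and -100% = cell-free medium wells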
#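 Viability of IDH1-knockdown HT-1080 fibrosarcoma cells was assessed by CellTiter-Glo after 48 h at 37 °C with titrated compound; concentration-effect curves were classified by fit quality and response size.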
# MCF10A rerep: DNA re-replication induction in MCF 10a cells | MCF 10A DNA re-replication, Hoechst nuclear intensity, 48 h | Potency, µM (top dose mostly 46.1 µM), inactives show at the top dose activity, positive = re-replication, actives largely listed as activators | 2.9% of 350,000 active | AID 624296; note: potency is the fitted concentration of half-maximal effect; % of control where 0% means no effect; nearly all actives have a fitted effect of over 50% in size
# SW480 rereplic: DNA re-replication induction in SW480 cells. SW480 DNA re-replication, Hoechst DNA content imaging, 48 h. Potency, µM (titrated, usually from 46.1 µM), for the others: top-dose re-replication activation, most hits filed as activators. 1.8% of 340,000 active. AID 624297; note: potency is the fitted concentration of half-maximal effect; % of control where 0% means no effect; nearly all actives have a fitted effect of over 55% in size
#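 Treated cells incubate 48 hr (37 C, 5% CO2), are stained 40 min with Hoechst, and nuclear fluorescence is enumerated; a rise in nuclei with high DNA signal marks re-replication.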
# KB-3-1 cytotox: kills parental KB-3-1 adenocarcinoma cells | KB-3-1 viability, CellTiter-Glo ATP luminescence, 72 h | Potency, µM (highest dose often 46.1 µM), for inactives: top-dose activity change, negative = cytotoxic, most hits filed as cytotoxic | 1.4% of 400,000 active | AID 1347075; note: potency is the fitted concentration of half-maximal effect; % is set by controls: 0 for no effect and ±100 for the full control effect; nearly all actives have a fitted effect of over 60% in size
#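 Using CellTiter-Glo luminescence, growth of non-resistant KB-3-1 adenocarcinoma cells is assessed 72 h after pin-tool compound addition at 37 °C. Normalized responses across the concentration series yield fitted curves.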
# Active calls of the source: *; i = inactive; u = inconclusive; x = not tested or not shown; & = joins results of further samples; ! = repeats disagree; [ ] = dose if it differs, or a comment. Unless noted, calls come from the whole dose curve; as a rule, active = well fitted curve in the direction sought with a large enough effect; inconclusive = small, poorly fitted or top-dose-only effect, or another doubt; inactive = no such curve, though single readings can be large; an effect the other way counts as inactive or inconclusive.
SMILES,HT1080-NT tox,S2 tox,KB-V1 MDR tox,ATXN2 expr inh,IL1B secr inh,HT1080 IDH1KD tx,MCF10A rerep,SW480 rereplic,KB-3-1 cytotox
CCN(C(=O)CSc1nccc(=O)[nH]1)c1cccc2ccccc12,-4%,i,5%,-7%,8,-2%,-3%,29%,-7%
CCOc1ccc(CNc2ccc(CNc3ncn[nH]3)cc2)cc1,-10%,i,12%,-37%,1,-3%,-9%,-38%[inhibitor],0%
CN(C)c1ccc(-c2c(-c3ccc4c(c3)OCO4)noc2-c2ccsc2)cn1,0%,i,10µM*!,7%,-9,-2%,u,u,u
COc1ccc(NC(=O)CN(c2ccc(C)cc2)S(=O)(=O)c2c(C)nn(C)c2C)cc1OC,-25%,i,13µM*,-1%,0,-1%,4%,0%,u
COc1ccc(CN2CCN(c3cc(C)nc4c5c(C)cc(C)nc5nn34)CC2)cc1F,-4%,i,2.3µM*,3%,9,10%,4%,9%,2%
Cc1nn(CC(=O)O)c(=O)c2ccccc12,-5%,i,29%,1%,7,11%,325%[0.0737 µM],-32%,-3%
COc1ccc(C(=O)Nc2ccc3ccccc3n2)cc1OC,17%,i,2%,x,-14,11%,1%,-11%,1%
COc1ccc(CNC(=O)Cn2nc(C(F)(F)F)cc2C)cc1,4%,i,u,x,22,9%,18%,1%,6%
COc1cc(/C(O)=C(\C#N)c2nc3ccccc3[nH]2)cc(OC)c1OC,-1%,i,-10%,x,u,5%,15µM*,u,0%
COc1ccc(C(=O)N[C@H](C(=O)NC2CCCCC2)C(C)C)cc1,-1%,i,-1%,6%,-8,0%,1%,1%,2%
Cc1nn(S(=O)(=O)c2ccc(F)cc2)c(C)c1S(=O)(=O)N1CCCCCC1,x,i,u,4%,x,x,x,x,-7%
Cc1cccc(NC(=O)NCc2ccc3[nH]c(C)cc3c2)c1,-4%,i,u,64%[activator],-4,1%,5%,-6%,-12%
COc1ccc(NC(=S)Nc2ccc(S(N)(=O)=O)cc2)c(C)c1,3%,i,1%,2%,-12,0%,-2%,1%,-4%
COc1ccc(-c2cc(C(F)F)n3ncc(C(=O)Nc4cccc(S(=O)(=O)N5CCOCC5)c4)c3n2)cc1,1%,i,-2%,-11%,3,27%,u,-3%,-1%
CCOC(=O)C(NC(C)=O)(NC(C)C)C(F)(F)F (stereo unspecified),-3%,i,25%,x,0,-4%,0%,-6%,-15%
Cc1onc(-c2ccccc2Cl)c1C(=O)OCn1nnc2ccccc2c1=O,6%,i,u,-28%,u,-9%,-8%,1%,0%
CC(=O)N1C(=O)NC2=C(C(=O)CCC2)C1c1cccc([N+](=O)[O-])c1 (stereo unspecified),0%,i,u,-2%,26,18%,1%,u,14%
COc1nc(-c2ccccc2)ccc1-c1noc(COc2ccccc2)n1,-1%,i,-18%,-3%,u,-4%,u,-3%,-5%
O=C(Nc1c(-c2ccccc2)[nH][nH]c1=O)c1ccc2c(c1)OCO2,-5%,x,-7%,x,-3,15%,x,x,0%
N#CCCN1CCC(NC(=O)OCc2ccccc2)CCC1=O (stereo unspecified),20%,i,u,1%,40,6%,-1%,-7%,47%&5%
N#CCCn1cc(C(=O)CN2C(=O)NC3(CCc4ccccc43)C2=O)c2ccccc21 (stereo unspecified),-14%,i,13%,x,28,-12%,x,x,-27%
Cc1ccc(SCC(=O)c2ccc[nH]2)cc1,9%,i,3%,62%[activator],22,6%,0%,0%,19%
CSc1ccc(S(=O)(=O)N2CCC(C(=O)NCc3ccccn3)CC2)cc1,4%,i,u,-3%,-15,11%,5%,-10%,25%
CC(=O)c1cccc(NC(=O)C(OC(=O)/C=C/c2ccc3c(c2)OCO3)c2ccccc2)c1 (stereo unspecified),-2%,i,u,31%,-1,-4%,0%,2%,15%
Cc1c(Cl)cccc1NC(=O)Nc1cccnc1,0%,i,2%,4%,-17,-1%,6%,-3%,-5%
CC(=O)Nc1ccc(NC(=O)CSc2nncn2C)cc1,5%,i,u,5%,0,7%,-5%,-1%,-5%
CNc1ccc(N=Nc2cccc3ncccc23)cc1,-8%,u,-19%,2%,-54*,-6%,20%,-7%,-2%
N#Cc1ccccc1S(=O)(=O)N1CCN(C(=O)C2CCCCC2)CC1,-5%,i,-14%,x,-3,-2%,26%,-9%,-9%
CC(=O)c1cc2c(cc1N)OCO2,-11%,i,-16%,-7%,-8,1%,1%,-9%,-2%
Cc1ccc(C)c(NC(=S)NNC(=O)c2ccc(Br)o2)c1,16%,i,5%,5%,-17,10%,-8%,1%,-1%
CC(=O)c1c(C)nc(-c2ccccc2)nc1N,9%,i,4%,x,8,1%,-8%,3%,-1%
Cc1cc(C)c(NC(=O)CN2CCN3CCCC3C2)c(C)c1 (stereo unspecified),1%&1%,i,-5%&25%,6%&-16%,17&31,-3%&8%,1%&-1%,8%&-5%,3%&2%
CCN(CC)C(=O)CSC1=C(C#N)C(c2cccs2)C=C(C)N1 (stereo unspecified),2%,i,-22%,-12%,-13,-2%,0%,-5%,-20%
CC(=O)OC(C(=O)NC1CCCCC1)c1ccc(Cl)c(Cl)c1 (stereo unspecified),0%,i,u,-25%,-4,3%,-3%,-11%,-5%
O=C1CSC(c2cccc(F)c2)N1c1ccccc1F (stereo unspecified),-7%,i,14%,-10%,3,-7%,13%,-3%,11%
Cc1cc(C)c(S(=O)(=O)Nc2cccnc2)c(C)c1,-2%,i,u,-2%,-10,2%,23%,2%,-4%

# Single values from the list.
# Entry of `CNc1ccc(N=Nc2cccc3ncccc23)cc1` under IL1B secr inh: -54*
# Entry of `CC(=O)c1cc2c(cc1N)OCO2` under SW480 rereplic: -9%

# Back to the main list, repeating the two entries before the break.
SMILES,HT1080-NT tox,S2 tox,KB-V1 MDR tox,ATXN2 expr inh,IL1B secr inh,HT1080 IDH1KD tx,MCF10A rerep,SW480 rereplic,KB-3-1 cytotox
O=C1CSC(c2cccc(F)c2)N1c1ccccc1F (stereo unspecified),-7%,i,14%,-10%,3,-7%,13%,-3%,11%
Cc1cc(C)c(S(=O)(=O)Nc2cccnc2)c(C)c1,-2%,i,u,-2%,-10,2%,23%,2%,-4%
C=CCOc1ccc2c(c1)CCC1C2CCC2(C)C(O)C(O)CC12 (stereo unspecified),u,i,-17%,27%,-75*,u,u,u,-1%
Cn1c2c(c(=O)n(C)c1=O)C(CC(=O)Nc1ccc(F)cc1)C(=O)N2 (stereo unspecified),-16%,i,3%,5%,-6,-11%,-8%,-7%,10%
CCOc1ccc2nc(NC(=O)C(NS(=O)(=O)c3cccc4nsnc34)C(C)C)sc2c1 (stereo unspecified),5%,i,9%,6%,7,-13%,2%,-4%,24%
Cc1nn(CC#N)c(=O)n1-c1ccccc1,15%,i,2%,1%,21,12%,-6%,-1%,22%
COc1cccc(-n2cnc3scc(-c4cccs4)c3c2=O)c1,-3%,i,u,0%,-64*,3%[9.24 µM],8%,-3%,-1%
CCCC[C@@H]1CN=C(N)N1CC(C)(C)C,13%,i,12%,6%,14,8%,u,-2%,0%
COc1ccc(CCN2C(=O)c3[nH]nc(-c4ccccc4O)c3C2c2ccc(C)cc2)cc1OC (stereo unspecified),-11%,i,u,-3%,-6,-29%,u,2%,u
CCCS(=O)(=O)c1nc(S(=O)(=O)c2ccc(C)cc2)c(NCc2ccco2)s1,-10%,i,-16%,-9%,-12,-12%,-6%,1%,-2%
Cc1nn(C2CCS(=O)(=O)C2)c2nc(C3CC3)cc(C(=O)Nc3cccc(C#N)c3)c12 (stereo unspecified),-18%,i,-16%,-18%,u,-18%,-11%,20%,-15%
CCCCN(C)C1=CC2=CC(=C(C#N)C#N)CCC2CC1 (stereo unspecified),-3%,x,u,-19%[11.3 µM],9,-2%,3%,-1%,1%
CN(C)S(=O)(=O)c1ccc(Cl)c(NC(=O)COC(=O)c2ccc(O)cc2)c1,-4%,i,-4%,-11%,21,-4%,-8%,-5%,1%
C#CCOc1nc(Nc2cccc([N+](=O)[O-])c2)nc(OCC#C)n1,u,i,-8%,-17%,-66*,u,24%,u,10%
Cc1cc(N2C(=O)C3CC=CC(C)C3C2=O)no1 (stereo unspecified),17%,u,15%,2%,-8,13%,-2%,-6%,0%
CCOc1cc(/C=C(\C#N)C(=O)Nc2cccc(C(=O)O)c2)ccc1OCc1ccccc1Cl,2%,i,u,-2%,-3,4%,u,18%,2%
CCOc1ccc(/C=N/NC(=O)CNC(=O)c2ccc(S(=O)(=O)N3CCOCC3)cc2)cc1,-19%,i,7%,-13%,4,-29%,-3%,4%,21%
CCN1CCC(O)(C(C(=O)O)c2ccccc2)CC1 (stereo unspecified),-1%,i,8%,-11%,3,0%,5%,15%,11%
Cc1ccc(CNC(=O)c2ccc(-n3cccc3)cc2)cc1,3%,i,23%,10%,27,5%,5%,-4%,-1%
Cc1c(C(=O)Nc2ccc3c(c2)OCCO3)sc2ncnc(N3CCCCC3C)c12 (stereo unspecified),-3%,u,u,u,u,-28%,u,-20%,18µM*
Cc1ccc2sc(N3CCN(C(=O)CCS(=O)(=O)c4ccc(Cl)cc4)CC3)nc2c1C,x,i,0%,-1%,x,x,x,x,-3%
O=C(c1ccncc1)N(c1ccc(N2CCOCC2)cc1)C(c1ccccc1)c1nc2ccccc2[nH]1 (stereo unspecified),4%,i,14%,62%[activator],27,3%,x,x,0%
Fc1ccc2[nH]c3c(NCCN4CCOCC4)ncnc3c2c1,-10%,u,-1%,-36%,-10,-14%,11%,-5%,-20%
Cc1ccc(S(=O)(=O)Nn2cnnc2)cc1,5%,u,25%,x,-29,26%,-1%,-14%,10%

# No enrichment for hits; about 11% have a hit in one of these screens.
